KCNH2 3.1 block – KCNH2 3.1 (human) potassium channel inhibition; U2OS KCNH2 3.1, thallium flux FluxOr; hits give low values; activity change, % (tested at about 1.8 µM); 340,000 tested, 0.95% active; AID 720553;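 active = maximum activity change below -70%; inconclusive = maximum activity change from -70% to -50%; inactive = maximum activity change above -50%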;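 note: thallium influx rate constant from kinetic fluorescence after stimulation buffer; % is set by controls: 0 for no effect and ±100 for the full control effect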
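Channel expression came from 3.1 mutant virus (1.77 x 10^8 /mL) applied to suspended U2OS cells for 4 h. Flux was tracked with FluxOr dye plus Red40 quencher, and kinetic rate constants normalized to controls.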
Menin MLL FP TR – menin-MLL binding inhibition, Texas Red mutant peptide. Menin + Texas Red MLL mutant peptide, fluorescence polarization. Potency, µM (doses to about 61.6 µM), without a hit: top-dose FP activity change, negative = inhibition, actives largely listed as inhibitors. 270,000 tested, 0.23% active; active = well fitted inhibition curve with a large enough effect in the polarisation, with a control signal flat, not every such curve was filed as active; inconclusive = small, poorly fitted or top-dose-only effect, or effect the other way, or a change in a side signal; inactive = no such curve, though single readings can be large or run the other way; the % refers to the polarisation; note: potency is the fitted concentration of half-maximal effect; % of control where 0% means no effect; many of its hits are not listed in these tables
FLuc counter – inhibits or activates purified firefly luciferase, miR-21 counter-screen; P08659; 360,000 tested, 6.9% active; AID 588342; purified FLuc, Km substrates, luminescence inhibition; Potency, µM (highest dose often 57.5 µM), for the others: top-dose activity change, negative = inhibition, hits mostly inhibitors;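 note: potency is the fitted concentration of half-maximal effect; plate controls were vehicle for no effect and reference inhibitor for full effect; nearly all actives have a fitted effect of over 55% in size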
Target sequence (P08659 whole entry, looked up): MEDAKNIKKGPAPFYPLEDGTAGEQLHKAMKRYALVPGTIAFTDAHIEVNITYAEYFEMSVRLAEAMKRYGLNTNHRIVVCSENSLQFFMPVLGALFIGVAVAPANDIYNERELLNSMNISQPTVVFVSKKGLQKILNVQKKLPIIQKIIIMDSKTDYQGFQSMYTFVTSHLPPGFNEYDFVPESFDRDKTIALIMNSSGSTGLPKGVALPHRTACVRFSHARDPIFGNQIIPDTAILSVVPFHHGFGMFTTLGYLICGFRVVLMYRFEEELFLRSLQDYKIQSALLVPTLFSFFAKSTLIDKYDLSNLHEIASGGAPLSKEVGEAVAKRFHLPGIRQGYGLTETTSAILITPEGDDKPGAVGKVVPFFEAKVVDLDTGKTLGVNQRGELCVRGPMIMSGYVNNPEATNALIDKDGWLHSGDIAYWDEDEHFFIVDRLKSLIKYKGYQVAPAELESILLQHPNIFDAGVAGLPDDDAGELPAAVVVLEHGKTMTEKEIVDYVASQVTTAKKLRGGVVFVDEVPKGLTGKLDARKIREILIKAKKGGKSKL
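Biochemical qHTS of compounds, final roughly 60 µM downward over six points, against 10 nM purified firefly luciferase using Km concentrations of substrates (10 uM D-luciferin, 10 uM ATP) in Tris acetate pH 7.5 buffer; luminescence output.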
Mito fusion yeast – blocks mitochondrial division or promotes mitochondrial fusion. S. cerevisiae fusion-defective mutant growth rescue, CellTiterGlo 48 h. Potency, µM (doses to about 46.1 µM), inactives show at the highest dose growth rescue (activation), most hits filed as activators. 320,000 tested, 0.23% active;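 note: potency is the fitted concentration of half-maximal effect; % of control where 0% means no effect; nearly all actives have a fitted effect of over 45% in size; temperature-sensitive fusion mutants such as fzo1-1 at 37 °C on non-fermentable ethanol glycerol medium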
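S. cerevisiae fusion-defective temperature-sensitive mutants (e.g. fzo1-1, mgm1-5) grown 48 h at 37C in YPEG (ethanol/glycerol non-fermentable) medium with 23 nl compound per well; growth rescue read as CellTiterGlo luminescence.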
Gal4-VP16 FLuc – inhibits Gal4-VP16 luciferase reporter, ROR gamma counter-screen. 310,000 tested, 3.5% active. Potency, µM (series often up to 53.6 µM), inactives show top-dose activity, negative = inhibition, usual class: inhibitors. Drosophila S2 Gal4-VP16 UAS-luciferase, luminescence, 20 h;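 note: Gal4-VP16 expression switched on by copper sulfate through the metallothionein promoter; potency is the fitted concentration of half-maximal effect; % is set by controls: 0 for no effect and ±100 for the full control effect; nearly all actives have a fitted effect of over 50% in size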
ELG1 DNA repair – ELG1-dependent DNA repair inhibition; HEK293T ELG1-luciferase reporter, luminescence, 16 h; DNA damage induced by 5-fluorouridine; Potency, µM (highest dose often 46.1 µM), for inactives: top-dose activity change, negative = inhibition, usual class: inhibitors; 330,000 tested, 2.3% active; note: potency is the fitted concentration of half-maximal effect; % is set by controls: 0 for no effect and ±100 for the full control effect; nearly all actives have a fitted effect of over 55% in size
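Step one: seed 2,000 cells per well. Step two: pin-transfer compound or DMSO alongside 5-fluorouridine. Step three: incubate 16 hr, 37 °C, 5% CO2. Step four: add ONE-Glo, wait 30 min, read luminescence.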
NPC1 prom act – NPC1 promoter activation. Huh7 NPC1 promoter luciferase reporter, 24 h. Potency, µM (series often up to 9.22 µM), without a hit: at the highest dose activation, usual class: activators. 320,000 tested, 2.4% active;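 note: potency is the fitted concentration of half-maximal effect; % of control where 0% means no effect; nearly all actives have a fitted effect of over 60% in size; reporter is driven by a mutant NPC1 promoter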
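Stable NPC1-promoter luciferase Huh7 line; cpd (DMSO) 24 h, 37 °C, 5% CO2; Amplite luciferase reagent 10 min RT; luminescence readout. qHTS format.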
Rab9 promoter act – activates the Rab9 promoter | Huh7 Rab9 promoter-luciferase reporter, luminescence, 24 h | Potency, µM (titrated, usually from 9.22 µM), inactives show at the highest dose activation, negative = inhibition, hits mostly activators | 320,000 tested, 2.8% active; note: potency is the fitted concentration of half-maximal effect; % of control where 0% means no effect; nearly all actives have a fitted effect of over 60% in size
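Luciferase signal after 10 min detection reagent at ambient indicates Rab9 promoter upregulation; stably transfected Huh7 cells were treated 24 h with compound in DMSO at 37 °C, 5% CO2.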
PKM2 act – increases activity of human pyruvate kinase M2; AID 1631; Potency, µM (top dose mostly 57.5 µM), for the others: at the highest dose activation, actives largely listed as activators; 260,000 tested, 0.34% active; purified PKM2, Kinase-Glo ATP luminescence, activation; response scale: 0% is enzyme alone, no compound; note: potency is the fitted concentration of half-maximal effect; % is set by controls: 0 for no effect and ±100 for the full control effect; nearly all actives have a fitted effect of over 55% in size
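Purified hPK-M2 (>95% pure) converted ADP (0.1 mM final) to ATP with 0.5 mM PEP in 50 mM imidazole pH7.2, KCl, MgCl2, Tween 20, BSA; 1 h at room temperature. ATP detected by Kinase-Glo luminescence.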
MBNL1 CUG block – inhibitors of human MBNL1 binding to CUG repeat RNA; TR-FRET MBNL1-His/biotin-(CUG)12 binding, 665/545 ratio; Potency, µM (top dose mostly 57.5 µM), without a hit: at the top dose activity change, negative = inhibition, usual class: inhibitors; 280,000 tested, 0.036% active; AID 2675; active = well fitted inhibition curve with a large enough effect in the signal ratio, with a control signal flat, not every such curve was filed as active; inconclusive = small, poorly fitted or top-dose-only effect, or effect the other way, or a change in a side signal; inactive = no such curve, though single readings can be large or run the other way; the % refers to the signal ratio; note: potency is the fitted concentration of half-maximal effect; % is set by controls: 0 for no effect and ±100 for the full control effect
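TR-FRET readout: Ex 340 nm, 665/545 nm emission ratio, normalized to buffer-only (basal) and MBNL1-(CUG)12 controls. Complex of MBNL1-His with Biotin-(CUG)12, compounds 92 nM–58 uM, incubated 60 min at room temperature.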
RORg inh – blocks mouse ROR gamma transcriptional activity. P51450. Drosophila S2 Gal4-RORgamma UAS-luciferase reporter, 20 h. Potency, µM (top dose mostly 53.6 µM), without a hit: at the highest dose activity change, negative = inhibition, actives largely listed as inhibitors. 310,000 tested, 5.4% active. AID 2551; note: potency is the fitted concentration of half-maximal effect; % is set by controls: 0 for no effect and ±100 for the full control effect; nearly all actives have a fitted effect of over 60% in size
Target sequence (P51450 whole entry, looked up, the tested form may be a part): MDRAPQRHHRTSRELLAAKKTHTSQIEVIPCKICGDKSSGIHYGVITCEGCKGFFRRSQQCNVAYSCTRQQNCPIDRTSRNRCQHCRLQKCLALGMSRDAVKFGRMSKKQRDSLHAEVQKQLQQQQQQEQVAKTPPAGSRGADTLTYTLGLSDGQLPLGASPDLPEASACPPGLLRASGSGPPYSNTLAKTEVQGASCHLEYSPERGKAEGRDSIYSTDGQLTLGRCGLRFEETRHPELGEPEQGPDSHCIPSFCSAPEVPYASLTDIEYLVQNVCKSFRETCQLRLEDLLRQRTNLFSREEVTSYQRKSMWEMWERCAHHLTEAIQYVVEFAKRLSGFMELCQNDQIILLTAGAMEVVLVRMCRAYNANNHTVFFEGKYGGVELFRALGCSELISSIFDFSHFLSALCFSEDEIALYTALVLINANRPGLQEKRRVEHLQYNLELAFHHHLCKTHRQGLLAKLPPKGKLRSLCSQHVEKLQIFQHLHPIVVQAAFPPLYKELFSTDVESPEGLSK
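Drosophila Schneider cells stably carrying a metallothionein-driven Gal4 DBD–ROR gamma fusion and a UAS-Photinus luciferase reporter were exposed to compound for 1 hr, then induced with copper sulfate (700 uM final) for 20 hr at ambient temperature before luminescence reading.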
* = called active by the depositor; ? = inconclusive; nt = not tested or not shown; [ ] = dose if it differs, or a comment. Unless noted, calls come from the whole dose curve; as a rule, active = well fitted curve in the direction sought with a large enough effect; inconclusive = small, poorly fitted or top-dose-only effect, or another doubt; inactive = no such curve, though single readings can be large; an effect the other way counts as inactive or inconclusive. The list is partial; rates above refer to the full screens.

Fields – KCNH2 3.1 block | Menin MLL FP TR | FLuc counter | Mito fusion yeast | Gal4-VP16 FLuc | ELG1 DNA repair | NPC1 prom act | Rab9 promoter act | PKM2 act | MBNL1 CUG block | RORg inh
- Cc1cc(=O)oc2cc(OCCCC[n+]3ccccc3)ccc12
→ 3 | nt | -5% | -11% | -2% | 4% | -5% | -3% | -7% | -1% | 14%
- CC1(C)CC(=O)c2sc(NC(=O)c3ccc4ncsc4c3)nc2C1
→ -1 | 11% | 1.9µM* | 10% | -27% | ? | ? | ? | 1% | ? | -13%
- O=C(/C=C/c1ccc(S(=O)(=O)N2CCOCC2)cc1)OCC(=O)c1ccc([N+](=O)[O-])cc1
→ 1 | nt | 5% | -16% | -1% | 0% | 0% | -1% | 3% | ? | -5%
- Cc1ccc(Nc2nnc(SC3CCOC3=O)s2)cc1 (stereo unspecified)
→ 5 | 11% | 17µM* | -3% | ? | 3% | 7% | -3% | -3% | -2% | ?
- CN(C(=O)c1ccc(NC(=O)Cc2cccc(NC(=O)C3CCN(C(=O)C4CCCCC4)CC3)c2)cc1)C1CCCC1
→ nt | nt | -2% | -1% | nt | -24% | 1% | -10% | nt | nt | nt
- Cc1ccc2oc(-c3ccc(NC(=O)c4ccc5c(c4)OCO5)cc3)nc2c1
→ -3 | -1% | ? | 1% | ? | ? | 2% | 14% | -2% | 5% | ?
- CCC(C)n1nnc2c(=O)oc3ccccc3c21 (stereo unspecified)
→ -17 | -1% | 2% | 1% | -4% | 12% | -1% | 4% | 1% | 6% | -2%
- COc1ccc(C(=O)c2c(C)oc3ccc(O)cc23)cc1
→ 7 | 8% | -14% | 0% | -18% | -16% | -5% | -3% | nt | -6% | 9%
- CC(C)CN1CCC(=O)N([C@H](COc2ccccc2)Cc2ccccc2)CC1
→ -90* | -26% | -5% | -3% | -7% | -23% | -2% | -3% | -14% | -3% | -15%
- COc1ccc(S(=O)(=O)Nc2nnc(C(C)C)s2)cc1
→ -3 | 9% | -1% | 2% | 0% | -4% | -1% | 0% | -4% | 5% | -13%
- O=C(CCN1C(=O)/C(=C\c2cccs2)SC1=S)NC1=NCCS1
→ 14 | 8% | -15% | -1% | ? | 6% | -2% | 3% | 22% | ? | ?
- CCOc1ccc(N(CC(=O)NC2CCCC(C)C2C)S(=O)(=O)c2c(C)noc2C)cc1 (stereo unspecified)
→ -11 | -13% | 7% | -4% | 3% | 11% | -1% | -3% | 1% | 3% | 19%
- Nc1nc(SCC(=O)NCCO)nc2sc3c(c12)CCCC3
→ -16 | 4% | 17µM* | 4% | -15% | ? | 6% | -2% | 0% | -1% | 24%
- O=C(COC(=O)CNC(=O)c1ccco1)Nc1ccccc1OC(F)F
→ 52 | -16% | 4% | -3% | -2% | -12% | -3% | 6% | -1% | -4% | -9%
- Cc1nc(N)sc1-c1nnc(SCC(=O)Nc2nccs2)n1C
→ 9 | 12% | 0% | -4% | -4% | -7% | 2% | 2% | 4% | -3% | 6%
- CCOc1cc(/C=C2\SC(=N)N(c3nonc3N)C2=O)ccc1OCC(N)=O
→ 7 | -15% | -3% | -1% | -7% | 4% | -4% | 1% | -2% | 19% | ?
- O=C1CSC(c2cn(-c3ccccc3)nc2-c2cccs2)N1CC1CCCO1 (stereo unspecified)
→ 2 | -9% | -11% | ? | 8% | -15% | -6% | 0% | 0% | ? | ?
- Cc1ccc(NS(=O)(=O)c2ccc(Br)s2)cc1S(=O)(=O)N1CCOCC1
→ -1 | 14% | -6% | -12% | 1% | -6% | 1% | 1% | 1% | -2% | 2%
- Cc1cc[n+](CC(=O)c2cccs2)cc1
→ 0 | nt | ? | -2% | 5% | 5% | -2% | -11% | 2% | 7% | -17%
- COc1ccc(COC(=O)c2ccc(S(=O)(=O)N3CCC(C)CC3)cc2)cc1
→ 5 | nt | 1% | 1% | -11% | 12% | 2% | 0% | nt | 0% | -8%

Three of the entries above in order of the Menin MLL FP TR value, descending.
smiles | Menin MLL FP TR
O=C1CSC(c2cn(-c3ccccc3)nc2-c2cccs2)N1CC1CCCO1 (stereo unspecified) | -9%
CCOc1ccc(N(CC(=O)NC2CCCC(C)C2C)S(=O)(=O)c2c(C)noc2C)cc1 (stereo unspecified) | -13%
CC(C)CN1CCC(=O)N([C@H](COc2ccccc2)Cc2ccccc2)CC1 | -26%

More results:
Fields – KCNH2 3.1 block | Menin MLL FP TR | FLuc counter | Mito fusion yeast | Gal4-VP16 FLuc | ELG1 DNA repair | NPC1 prom act | Rab9 promoter act | PKM2 act | MBNL1 CUG block | RORg inh
- CC1(C)CC2(CC(c3ccccc3F)c3cc(Cl)c(O)cc3O2)NC(=S)N1 (stereo unspecified)
→ 12 | 15% | -3% | -7% | ? | ? | 1% | -10% | 6% | 8% | 11µM*
- COc1ccccc1CNC(=O)C/C(C)=N/NC(=O)Cc1ccccc1
→ 0 | -2% | -2% | 0% | -6% | -1% | -3% | -1% | 3% | -4% | 15%
- CCOc1ccc(CCNC(=O)COC(=O)c2cc(=O)[nH]c3ccccc23)cc1OCC
→ 18 | nt | -2% | -3% | nt | 10% | 12% | -4% | nt | nt | nt
- COc1ccc(OC)c(-n2nnnc2SCC(=O)Nc2ccc(C(=O)N3CCCCC3)cc2)c1
→ -11 | 1% | -13% | 1% | -17% | 23µM* | -1% | -3% | 0% | 16% | 20%
- CC1CC(C)CN(C(=O)c2ccc(-c3ccc([N+](=O)[O-])cc3)o2)C1 (stereo unspecified)
→ -24 | nt | 2% | 0% | nt | ? | 22% | ? | nt | nt | nt
- COc1ccc(-c2cn(Cc3ccc(C(N)=O)cc3)c(CCN)n2)cc1
→ -8 | nt | ? | -3% | nt | ? | 7% | 1% | nt | nt | nt
- CSC1=NCCN1C(=O)C(C)Oc1ccccc1 (stereo unspecified)
→ -1 | -1% | 5% | 2% | -1% | 16% | -1% | 0% | -6% | 4% | -32%
- Cc1ccc(C(=O)CSc2ncn[nH]2)cc1
→ 3 | 7% | -18% | -3% | 3% | ? | 17% | 0% | 2% | 2% | 0%
- O=C(NC(=S)N1CCN(CCO)CC1)C12CC3CC(CC(C3)C1)C2
→ 7 | 18% | -5% | 2% | -4% | -5% | 2% | -3% | -7% | -14% | 5%
- O=C1/C(=C\c2ccco2)SC(=S)N1Cc1ccccc1
→ -8 | ? | -2% | 0% | -7% | -7% | 24% | 1% | -7% | 2% | 10%
- O=c1c(-c2cccc(Cl)c2)c[nH]n1-c1ccccc1
→ 2 | ? | 27µM* | -18% | 5% | ? | 26% | 2%[1.84 µM] | nt | 0% | 36%
- CC(C)NC(=S)N/N=C/c1ccc2c(c1)OCCO2
→ 1 | -7% | 6.7µM* | 5% | ? | ? | 28% | ? | 2% | 8% | 2.2µM*
- COc1cc(NC(=O)c2cccnc2)c(Cl)cc1NC(=O)c1ccc(Cl)cc1
→ -20 | -17% | 0% | 0% | -16% | -4% | 2% | 0% | 0% | -1% | -11%
- CCN1CCN(C(=S)c2ccc(OCC(=O)NCc3ccccc3)cc2)CC1
→ 7 | -3% | 2% | -3% | -1% | -18% | 0% | -2% | 4% | -4% | -3%
- C[C@H](NC(=O)c1nc[nH]c1C(=O)N[C@@H](C)C(=O)OC(C)(C)C)C(=O)OCc1ccccc1
→ -3 | 0% | 1% | -2% | ? | 23% | -2% | 1% | 1% | -9% | ?
- Cc1csc(SCC(=O)NCc2ccccc2Cl)n1
→ 9 | -12% | -13% | 8% | -14% | 15% | -4% | -1% | 4% | 4% | 27%
- Cc1c(C)n2c(SCC(=O)N3CCCCC3)nnc2[nH]c1=O
→ -36 | nt | -2% | 0% | nt | 1% | -5% | 0% | nt | nt | nt
- CC[n+]1c(/C=C/Nc2ccccc2)oc2ccc(OC)cc21
→ -6 | -23% | -7% | 2% | -12% | ? | -5% | -9% | -2% | 17% | -8%
